# NPY1 pot ag: human NPY-Y1 potentiation or agonism, primary screen. AID 1304. activation, % at 3.6 µM. 0.37% of 220,000 active. NPY-Y1 expressing cells, potentiator/agonist activation. P25929; in the data active = activation above about 33%, passing the limit was not always enough;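 note: cells stimulated with NPY at EC10 then isoproterenol at EC100; 0% = low agonist plus stimulus and 100% = saturating agonist plus stimulus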
# S1P4 antagonist: antagonists of human S1P4 receptor | O95977 | S1P4-expressing cells, antagonist mode, reporter read-out | inhibition, % at 4.98 µM | 0.26% of 220,000 active | AID 1510; in the data active = inhibition above about 29%;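 note: 0% = wells stimulated with agonist and 100% = vehicle wells without agonist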
# Target sequence (O95977 whole entry, looked up): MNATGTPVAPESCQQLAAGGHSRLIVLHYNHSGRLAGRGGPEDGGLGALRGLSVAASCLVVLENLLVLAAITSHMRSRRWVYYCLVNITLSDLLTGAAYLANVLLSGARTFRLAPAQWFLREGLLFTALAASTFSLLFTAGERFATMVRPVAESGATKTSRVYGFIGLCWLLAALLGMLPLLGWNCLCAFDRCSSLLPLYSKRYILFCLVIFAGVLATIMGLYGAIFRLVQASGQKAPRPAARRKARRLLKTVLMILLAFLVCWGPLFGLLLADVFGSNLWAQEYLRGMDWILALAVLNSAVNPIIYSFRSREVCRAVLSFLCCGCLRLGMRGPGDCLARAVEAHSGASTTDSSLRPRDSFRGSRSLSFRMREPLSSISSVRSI
# TRPML3 agonist: activates the human TRPML3 channel. HEK293 TRPML3-YFP, Fluo-8 calcium fluorescence; 100% = the carbachol control signal. activation, % at 3 µM. 0.29% of 220,000 active. Q8TDD5. AID 1448;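 active = activation above its plate's cutoff, the mean activation of the plate's test wells plus 3 SD, cut at about 12% in these data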;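 note: 0% = DMSO only wells and 100% = carbachol wells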
# Target sequence (Q8TDD5 whole entry, looked up): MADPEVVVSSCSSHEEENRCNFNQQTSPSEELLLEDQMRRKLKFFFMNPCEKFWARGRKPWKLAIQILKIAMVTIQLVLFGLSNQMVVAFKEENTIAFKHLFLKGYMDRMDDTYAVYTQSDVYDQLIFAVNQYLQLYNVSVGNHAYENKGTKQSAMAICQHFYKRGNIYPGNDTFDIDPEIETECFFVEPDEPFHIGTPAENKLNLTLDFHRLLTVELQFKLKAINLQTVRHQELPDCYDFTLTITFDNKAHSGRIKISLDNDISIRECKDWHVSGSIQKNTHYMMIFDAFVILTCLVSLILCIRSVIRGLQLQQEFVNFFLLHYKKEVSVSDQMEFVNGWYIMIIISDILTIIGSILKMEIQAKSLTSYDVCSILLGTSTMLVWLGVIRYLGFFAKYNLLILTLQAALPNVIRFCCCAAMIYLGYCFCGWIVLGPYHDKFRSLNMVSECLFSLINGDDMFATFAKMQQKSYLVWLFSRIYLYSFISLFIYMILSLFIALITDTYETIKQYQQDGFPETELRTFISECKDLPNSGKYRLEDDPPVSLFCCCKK
#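 Material: HEK293 cells stably carrying human TRPML3-YFP; compound dosing: single dose, 3 µM final nominal compound, 0.3% DMSO final; incubation: 1-h 37 °C dye load, 5-s basal, 120-s post-compound reads; technique: Fluo-8 intracellular calcium fluorescence, excitation 470-495 nm, emission 515-575 nm; read-out basis: percent activation from peak-to-basal fluorescence ratio, scaled between DMSO and carbachol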
# EP2 modulator: modulators of human EP2 prostaglandin E2 receptor. P43116. AID 940. EP2-expressing cells, cAMP HTRF FRET, PGE2 co-stimulation. 0.83% of 260,000 active. induction, % at 25 µM;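 active = compounds whose cAMP rise, as percent of the full-agonist control response, exceeds 60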;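 note: rat C6 glioma line stably carrying human EP2 under a CMV promoter; the protocol text gives 20 µM as final concentration; 100% = response of wells given 1 µM PGE2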
# CHOP inh: blocks CHOP induction under ER stress; CHO-K1 CHOP-promoter luciferase, tunicamycin-induced, 15-18 h; inhibition, % at 10 µM; 3.8% of 220,000 active;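 active = compounds that reduced the stress-induced luciferase reporter signal by more than about 70% of percent inhibition, limit read from the data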;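 note: 0% = tunicamycin plus vehicle and 100% = wells without tunicamycin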
# S1P4 agonist: human S1P4 receptor agonism; AID 1509; 0.35% of 220,000 active; S1P4-expressing cell line, agonist reporter assay; activation, % at 4.98 µM; in the data active = activation above about 11%;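 note: 0% = DMSO vehicle and 100% = reference agonist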
# TRPN1 ag: zebrafish TRPN1 (NompC) channel agonism | 0.18% of 220,000 active | HEK293 zebrafish TRPN1-YFP, Fluo-8 calcium fluorescence; 100% = response to 87 µM carbachol | activation, % at 3 µM;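 active = activation above its plate's cutoff, the mean activation of test wells on that plate plus 3 SD, cut at about 19% in these data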;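 note: 0% = DMSO alone and 100% = 87 µM carbachol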
#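 Control set: carbachol 87 µM as high control, DMSO as low control; system: HEK293 stable line with zebrafish TRPN1-YFP; read-out: % activation versus carbachol response; detection: intracellular calcium fluorescence with Fluo-8; doses: single test compound dose, 3 µM nominal, 0.3% DMSO; schedule: dye 1 h 37 °C plus 30 min RT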
# NPY Y1 blocker: NPY-Y1 (human) receptor antagonism. HEK293-CNG Y1 cells, membrane potential fluorescence; NPY at EC95, then isoproterenol. inhibition, % at 3.6 µM. 1% of 200,000 active;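 active = inhibition above the campaign mean inhibition of all tested compounds plus 3 SD, cut at about 20% in these data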;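 note: 0% = DMSO wells given NPY plus isoproterenol and 100% = isoproterenol alone without NPY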
#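 Material: HEK293 cells with Y1 receptor plus CNG channel; times: compound incubation 1 h at room temperature, readout 45 min post-stimulation; signal: fluorescence, membrane potential probe; read-out basis: fluorescence ratio normalized to % inhibition between controls; benchmarks: full-block control isoproterenol-only wells, zero-block control NPY plus isoproterenol wells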
# NPY2 pot ag: human NPY-Y2 potentiation or agonism, primary screen; AID 1359; activation, % at 3.6 µM; 0.45% of 220,000 active; cells expressing NPY-Y2, potentiator/agonist read-out; in the data active = activation above about 27%;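 note: cells stimulated with NPY near EC25 plus isoproterenol at EC100; 0% = vehicle plus submaximal agonist and 100% = vehicle plus saturating agonist; some results beyond the cut were filed as inactive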
# Numbers without * were called inactive; nt = no result given.
# The first 2 compounds, to show the layout:
canonical_smiles,S1P4 antagonist,NPY2 pot ag,TRPML3 agonist,S1P4 agonist,NPY Y1 blocker,TRPN1 ag,NPY1 pot ag,CHOP inh,EP2 modulator
Cc1ccc(CSCC(=O)NCc2ccco2)cc1,6.3,-12.3,-0.9,-0.3,3.4,-1.3,-1.0,4.0,-21.8
COc1cccc(C(=O)CN(C(=O)c2ccc(Cl)c(Cl)c2)N2C(=O)c3ccccc3C2=O)c1,-23.8,-5.0,-1.0,0.5,5.5,-3.5,7.1,3.2,-8.1

# Results, from the start:
canonical_smiles,S1P4 antagonist,NPY2 pot ag,TRPML3 agonist,S1P4 agonist,NPY Y1 blocker,TRPN1 ag,NPY1 pot ag,CHOP inh,EP2 modulator
Cc1ccc(CSCC(=O)NCc2ccco2)cc1,6.3,-12.3,-0.9,-0.3,3.4,-1.3,-1.0,4.0,-21.8
COc1cccc(C(=O)CN(C(=O)c2ccc(Cl)c(Cl)c2)N2C(=O)c3ccccc3C2=O)c1,-23.8,-5.0,-1.0,0.5,5.5,-3.5,7.1,3.2,-8.1
Cc1ccc(-c2nc(CN(CC3CCC3)CC3CCCO3)c(C)o2)s1 (configuration not stated),13.1,-16.4,-0.1,-1.2,18.2,-1.5,-14.8,17.1,13.3
CCOC(=O)c1ccccc1NC1CC(=O)N(c2ccccc2C)C1=O (configuration not stated),-15.1,10.4,-0.7,7.8,9.8,-0.8,-8.6,1.2,24.6
O=C(COC(=O)CCc1nc2ccccc2s1)Nc1ccc(Cl)cn1,-4.3,-1.8,0.0,-0.9,2.5,0.8,-22.7,18.8,15.7
Cc1ccc(/C=C/C(=O)O)cc1S(=O)(=O)NCCO,-8.1,-8.8,-1.1,0.4,2.3,1.1,-9.4,35.4,4.4
C=CCNC(=O)c1ccc(N(CC=C)S(C)(=O)=O)cc1,0.6,-5.3,0.3,0.3,2.5,0.1,-12.5,2.6,13.7
Nc1nonc1NC(=O)CSc1ncccc1C(=O)O,1.0,1.3,-0.3,44.8*,1.8,-0.4,-3.2,-11.5,18.8
O=C(Oc1ccc(-c2csnn2)cc1)c1cccs1,2.7,8.7,0.2,-1.7,nt,-0.1,8.0,2.1,-19.2
Brc1cc2c(cc1Br)OCCOCCOCCO2,-13.3,-12.3,0.6,0.1,nt,0.2,7.5,14.2,-11.0
CSC1=NCCN1S(=O)(=O)c1ccccc1,-6.2,12.0,0.6,0.7,1.8,-0.6,15.3,12.7,15.4
CCCCOc1ccc(C(=O)Nn2c(-c3cccs3)nc3ccccc3c2=O)cc1,-11.1,-7.2,0.6,1.8,5.3,1.9,-31.6,18.6,25.3
Cc1ccc(C(=O)O/N=C2\CC3CCC2(C)C3(C)C)cc1 (configuration not stated),-17.5,-16.5,-0.7,-0.5,8.7,-2.4,-6.5,36.7,-59.1
COc1ccc2[nH]c(C)c(CCNC(=S)Nc3cccc(C)c3C)c2c1,8.4,9.2,0.1,1.6,4.7,-1.3,6.0,14.3,-64.3
CCOC(=O)c1nc(-c2ccc(OC)c(OC)c2)no1,-10.5,3.0,0.7,-0.7,0.3,0.9,3.0,8.9,25.2
O=C(COc1ccc(Cl)cc1Cl)NNC(=S)Nc1ccc(F)cc1,-21.3,-9.5,3.4,0.6,-3.0,3.4,10.5,44.9,-1.1
C#CCOCCOCCOCCNc1nc(N2CCN(C(=O)Cn3cc(CCO)nn3)CC2)nc(N2CCN(C(=O)[C@H](C(C)C)n3cc(CCO)nn3)CC2)n1,14.9,-6.6,0.6,0.8,-1.1,2.4,-4.9,3.8,25.1
Nc1nc(N2CCN(C(c3ccccc3)c3ccccc3)CC2)n[nH]1,-3.5,19.3,0.4,0.2,4.8,-1.4,16.9,3.6,23.1
O=C(Nc1nc2c(s1)CCCC2)c1cc(-c2ccncc2)nc2ccccc12,-4.0,-12.6,0.6,4.3,7.1,-0.8,-19.9,63.2,-0.3
CCN(CC)S(=O)(=O)c1ccc(N2CCOCC2)c(NC(=O)c2ccc(C#N)cc2)c1,-13.7,12.4,0.5,2.0,2.0,0.3,-25.3,-5.8,-3.1
COc1ccc(OC)c(NC(=S)NCCC(c2ccccc2)c2ccccc2)c1,-10.8,0.9,-0.2,0.2,1.6,-0.3,-9.0,nt,nt
Cc1nc2ccccc2c(=O)n1CCCn1ccnc1,-21.3,7.7,0.0,-2.9,6.1,-0.3,-18.6,66.8,5.2
CCOC(=O)c1[nH]c(C)c(C(=O)NCc2cccnc2)c1C,1.5,-5.5,0.6,1.4,-1.1,0.8,-0.9,5.7,5.6
O=C(CSc1c(F)c(F)cc(F)c1F)Nc1ccc(C2SCCS2)cc1,7.1,4.2,0.9,0.6,nt,1.4,-8.3,8.0,-37.5
O=C1C(Cc2ccc3[nH]ccc3c2)NC(=S)N1c1ccccc1 (configuration not stated),8.4,-4.9,-0.2,0.3,nt,-1.3,17.7,4.1,-3.5
COC(=O)c1ccc(-c2noc(CN3CCCCC3c3nccn3C)n2)cc1 (configuration not stated),10.8,-1.5,0.1,0.7,32.5*,1.3,-5.0,19.5,-14.0
COC(=O)C1=C(C)NC(=S)NC1/C=C/c1ccccc1 (configuration not stated),3.1,0.0,-0.1,-2.6,14.6,1.0,-14.6,4.2,-23.3
N#C/C(=N/Nc1ccccc1[N+](=O)[O-])C(N)=S,-2.7,23.2,11.9*,1.5,nt,13.4,22.6,16.5,-33.2
CS(=O)(=O)N1CCC(C(=O)NCc2ccc3c(c2)OCO3)CC1,-0.6,16.6,0.8,1.2,-1.0,1.8,14.5,28.6,22.9
CC1C(=O)CC(c2ccco2)NC1c1ccco1 (configuration not stated),-9.7,-3.4,0.2,-1.6,2.8,0.4,14.2,-10.6,0.9
O=C(Nc1ccc(S(=O)(=O)NCC2CCCO2)cc1)c1ccccc1 (configuration not stated),-0.6,-36.5,2.1,-0.7,-7.2,3.8,-12.8,20.3,-15.7
COc1ccc(C(=O)N2CCN(S(=O)(=O)c3ccc(F)cc3)CC2)cc1OC,-6.4,15.2,0.6,4.8,0.3,0.6,10.6,1.2,-45.9
CC(C)(C)N(Cc1ccccc1)C(=O)c1ccc(Br)o1,-12.4,6.4,-1.0,0.5,10.8,-2.7,4.3,13.7,62.6*
CCOC(=O)C1CCN(CC(O)COCc2ccc3c(c2)OCO3)CC1 (configuration not stated),-14.6,-2.6,-0.4,0.0,-0.8,2.1,0.6,3.5,-7.9
Cc1cc2ccccc2c(=O)n1CC(=O)NCC(=O)N1CCCC1,-16.2,-1.1,0.6,1.7,-1.4,-0.7,4.0,1.0,2.2
Cc1ccc2oc(=O)c3cc(C(=O)N4CCN(C(=O)c5ccco5)CC4)sc3c2c1,6.0,-9.8,0.8,-0.7,1.9,1.4,14.5,19.7,-32.2
Cc1cc(C)cc(N(CC(=O)N2CCC(C)CC2)S(C)(=O)=O)c1,-20.3,-3.6,0.8,0.3,-1.7,1.9,20.3,48.3,-0.9
Nc1nc(Nc2ccccc2)nc(NCCO)c1[N+](=O)[O-],-14.7,27.0,-0.3,0.6,nt,-1.7,23.0,-4.8,6.2
O=C(N/N=C/C=C/c1ccco1)c1ccccc1Cl,0.3,-4.9,0.9,0.8,1.8,1.6,-10.1,-0.8,-92.7
O=C(CNC(=O)C12CC3CC(CC(C3)C1)C2)N1CCN(S(=O)(=O)c2cccs2)CC1,-17.9,9.7,1.4,1.6,-1.2,2.0,0.5,39.2,-8.9
CN(CC(=O)NCCCN1CCOCC1)S(=O)(=O)c1ccc(Br)cc1,-6.0,-11.7,0.8,-0.2,-2.0,0.2,-20.1,-2.1,7.7
Cc1cc(NC(=O)CSc2nc3ccccc3n2CC(=O)N2CCCCC2)no1,-17.6,3.4,0.4,-1.7,-7.1,0.6,-15.0,-4.3,31.8
Fc1ccc(-c2nc(-c3cccs3)[nH]c2-c2ccc(F)cc2)cc1,-20.9,22.6,1.2,3.6,2.3,0.8,24.5,73.6*,-0.2
COc1ccc(N=C2SC(CC(=O)Nc3ccccc3)C(=O)N2CC2CCCO2)cc1 (configuration not stated),-8.2,-8.8,-0.2,-1.0,-4.5,-0.8,10.5,24.8,-13.4
COc1ccc(S(=O)(=O)n2cnc(C)c2)cc1,-18.7,2.3,0.3,1.4,0.9,1.8,-1.2,3.1,-3.6
c1csc(Cc2nn3c(-c4ccncc4)nnc3s2)c1,-18.3,-4.3,-0.2,2.4,6.1,0.1,-5.4,51.6,23.1
CN(C)C(CNC(=O)c1cc(S(=O)(=O)N(C)c2ccccc2)ccc1Cl)c1cccs1 (configuration not stated),-15.8,2.2,1.6,1.0,-0.7,0.2,13.7,28.8,-42.2
Nc1ncc(Br)cc1S(=O)(=O)NCCC(=O)Nc1cccc(Cl)c1,-11.0,22.9,0.0,-0.3,-9.2,2.7,28.4,22.1,-38.4
COCCNC(=O)c1sc2ncn(CC(=O)N3CCCCC3)c(=O)c2c1C,-3.8,3.1,0.5,2.4,2.3,-0.4,19.7,-7.8,-69.3
Cc1ccc(S(=O)(=O)CNC(=O)c2ccccc2)cc1,-2.0,-0.4,0.5,23.9*,5.2,1.2,8.5,27.4,9.2
CC(NC(=O)c1cc2cc([N+](=O)[O-])ccc2oc1=O)C1CCCO1 (configuration not stated),0.8,-1.8,1.1,-1.0,0.0,1.1,16.2,14.3,-15.5
Cc1ccc(-n2c(SCC(=O)NCC3CCCO3)nc3c(c2=O)SCC3)cc1 (configuration not stated),-2.0,-5.0,0.5,0.1,0.1,0.6,-8.8,27.5,7.4
C/C(=N/NC(=O)CNc1ccc(C)cc1)c1ccc(Cl)cc1,-0.7,-1.1,0.4,1.8,0.0,0.8,14.9,56.0,16.4
O=C(Nc1ccc(-n2ccnc2P(=O)(O)c2ccccc2)cc1)c1ccccc1Cl,-6.5,-6.8,1.1,-1.3,-1.0,0.2,18.6,17.0,8.0
CSc1nnc2c(n1)OC=Nc1ccc(Br)cc1-2,0.2,-14.3,0.5,1.4,nt,0.0,-0.4,-4.4,-7.5
O=C1c2ccccc2C(=O)c2c1cccc2N1CCCC1,-18.6,9.1,0.1,-0.1,-5.4,-0.9,21.4,-21.6,19.2
O=c1c(Cc2ccc(Cl)cc2Cl)c(O)ccn1Cc1ccncc1,-1.1,-10.4,-0.1,-0.1,2.5,-1.7,-16.4,5.0,16.3
CCCc1cc(=O)[nH]c(SCC(=O)c2cc(C)n(C(C)COC)c2C)n1 (configuration not stated),9.6,-5.0,-0.3,-0.4,-6.5,-0.1,6.4,44.2,26.1
O=c1nc2n(c3ccc(Br)cc13)CCS2,-1.0,-14.1,0.4,1.4,0.8,0.9,16.5,16.1,4.4
